KDM5B inhibitor: Primary screen for KDM5B Histone Demethylases FDH-coupled qHTS | Lysine-specific demethylase 5B (Homo sapiens), Q9UGL1 | KDM5B demethylase, FDH-coupled NADH fluorescence (FDH is formaldehyde dehydrogenase) | Potency, µM (doses to about 57.7 µM), for the others: at the highest dose activity change, negative = inhibition, usual class: inhibitors | 220,000 compounds, 2.6% hits; active means well fitted inhibition curve with a large enough effect; inconclusive means small, poorly fitted or top-dose-only effect; inactive means no such curve, though single readings can be large or run the other way; further: 0% is about no effect; nearly all actives have a fitted effect of over 70% in size
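Measured: NADH fluorescence change, 30 min, RT. System: KDM5BΔAP 200 nM final, H3K4me3 peptide, α-KG, Fe(II), ascorbate, NAD⁺ plus FDH, pH 7.5 HEPES. Compounds: titrated, 10 min pre-incubation with enzyme.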
An asterisk follows results filed as active; [ ] = dose if it differs, or a comment. Potency means the concentration at half of the fitted maximal effect. Not all compounds are listed, so the mix of outcomes need not match the whole.

For COc1ccc(C)cc1NC(=O)C1CCCN(S(=O)(=O)c2ccc3[nH]c(=O)ccc3c2)C1 (stereo not given) the results were KDM5B inhibitor inconclusive.
For COc1ccc(Cn2c(=O)[nH]c3cc(C(=O)N4CCN(c5cccc(Cl)c5)CC4)ccc3c2=O)cc1 the results were KDM5B inhibitor -15%.
`Cc1nc(/C=C/C(=O)N2CCN(c3cccc(C(F)(F)F)c3)CC2)cs1` gave KDM5B inhibitor -22%.
O=C(Nc1cc(-c2cccc(Cl)c2)nn1-c1ccccc1)c1ccccc1F was read as KDM5B inhibitor 20%.
Screening Fc1ccccc1-c1noc(-c2nc(Cc3ccccc3)no2)n1 returned KDM5B inhibitor -3%.
COc1ccc(C2(C(=O)N3CCCN(S(=O)(=O)c4ccccc4)CCC(=O)NCC3)CC2)cc1 was read as KDM5B inhibitor 11%.
Screening COc1ccc(CCN2C(=O)N(c3ccc(C)cc3)C(=O)C2CC(=O)Nc2ccc(OC)cc2)cc1 (stereo not given) returned KDM5B inhibitor -22%.
CSc1cccc(NC(=O)Nc2cccc(-c3ccc(N4CCCC4)nn3)c2)c1 was read as KDM5B inhibitor inconclusive.
`CNC(=O)[C@@H]1C[C@H](Oc2cccnc2)CN1C(=O)Cn1nc(C)cc1C` gave KDM5B inhibitor -11%.
For COc1ccc(C2C=C(c3ccccc3)Nc3nc(NS(=O)(=O)c4ccc(Cl)cc4)nn32)cc1 (stereo not given) the results were KDM5B inhibitor inconclusive.
For CCC1CCC(C(=O)Nc2ccc3ccccc3c2)CC1 (stereo not given) the results were KDM5B inhibitor 28%.
For COc1ccc(C(=O)N[C@H]2CO[C@H]3[C@@H]2OC[C@@H]3n2cc(CN(C)Cc3ccccc3)nn2)cc1 the results were KDM5B inhibitor -20%.
Screening CSc1ccc(C2NC(=S)NC3=C2CCc2ccccc23)cc1 (stereo not given) returned KDM5B inhibitor inconclusive.
For O=C(COc1ccccc1)N1CCOC[C@H](Oc2ccc(C(F)(F)F)cc2)C1 the results were KDM5B inhibitor 24%[86.2 µM].
For COCCN1C(=O)c2cccn2CC1CNC(=O)c1ccoc1 (stereo not given) the results were KDM5B inhibitor -30%.
`Cn1cnnc1CC1CCN(C(=O)Nc2ccccc2)C1` (stereo not given) gave KDM5B inhibitor 3%.
`CCOC(=O)C1CCCN(C(=O)c2c(C)nn(-c3ccc(F)cc3)c2-n2cccc2)C1` (stereo not given) gave KDM5B inhibitor inconclusive.
For COc1ccc(C(=O)N2CCCCCNC(=O)[C@@H]3CCCC[C@@H]32)cc1 the results were KDM5B inhibitor -3%.
`CCOc1ncccc1C(=O)N(Cc1nnc(-c2ccccc2Cl)o1)C(C)C` gave KDM5B inhibitor 11%.
Screening O=C(c1ccccc1)n1nc(-c2ccco2)nc1NCc1cccs1 returned KDM5B inhibitor -22%.
Screening CN(Cc1ccc(-c2ccccc2)cc1)Cc1ccccc1Cl returned KDM5B inhibitor -22%[86.2 µM].
For Cc1ccccc1OCCn1c(=N)n(C(C)C)c2ccccc21 the results were KDM5B inhibitor -2%.
O=C(COC(=O)c1ccc(C(=O)c2ccccc2)cc1)c1ccc(-c2ccccc2)cc1 was read as KDM5B inhibitor 6%.
CCCCn1nc(C(=O)Nc2cc(F)ccc2C)c2ccccc2c1=O was read as KDM5B inhibitor 6%.
For OC(COc1ccc(OCC(O)CN(Cc2ccccc2)Cc2ccccc2)cc1)CN(Cc1ccccc1)Cc1ccccc1 (stereo not given) the results were KDM5B inhibitor inconclusive.
`COc1ccc(NC(=O)Cc2noc3ccc(C)cc23)cc1Cl` gave KDM5B inhibitor 5%.
`Cc1ccc(N(C(C)C(=O)N2CCCC2)S(C)(=O)=O)cc1` (stereo not given) gave KDM5B inhibitor -3%.
Screening CCCCc1nn2c(=O)cc(COC(=O)c3ccccc3C)nc2s1 returned KDM5B inhibitor 6%.
For COCCN(C)S(=O)(=O)c1cccc(C(=O)NC(C)C2=CCCCC2)c1 (stereo not given) the results were KDM5B inhibitor 14%.
Screening O=C(CN1C(=O)COc2ccc(S(=O)(=O)N3CCCCC3)cc21)NCc1ccc(F)cc1 returned KDM5B inhibitor 9%.
For C=CCNC(=O)NC(=O)CN(CC(O)CC)c1ccccc1 (stereo not given) the results were KDM5B inhibitor 4%.
COc1ccc(-c2cc(N3CCCC(NC(=O)c4ccc5ncccc5c4)C3)n[nH]2)cc1 (stereo not given) was read as KDM5B inhibitor inconclusive.
COc1ccc(CN2CCC(CNS(=O)(=O)c3cccc(C(F)(F)F)c3)CC2)cc1 was read as KDM5B inhibitor 13%.
CN(C)/C=N/c1nc(Sc2ccc(C(F)(F)F)cc2[N+](=O)[O-])n[nH]1 was read as KDM5B inhibitor 10%.
Screening O=C(Nc1ccc(-c2nc3ccccc3o2)cc1)c1ccc2ccccc2c1 returned KDM5B inhibitor -16%.
`COc1ccccc1CN1C(=O)COC[C@@H]1[C@H](O)c1ccc(NC(=O)c2ccccc2)cc1` gave KDM5B inhibitor -7%.
COc1ccccc1CN[C@H]1CC(C)(C)[C@@H]2C[C@@](C)(O)CC[C@]12CCC(=O)N1CCOCC1 was read as KDM5B inhibitor 11%.
CS(=O)(=O)N1CC2(CCCN2Cc2cccc(C(N)=O)c2)Cc2ccccc21 (stereo not given) was read as KDM5B inhibitor -23%.
`COC(=O)c1ccc2c(c1)N(CC(=O)Nc1ccc(C)cc1Cl)C(=O)c1ccccc1S2` gave KDM5B inhibitor -6%.
`CSc1cccc(N2C(=O)[C@@H]3C[C@@H](NC(=O)c4cccn4C)CCN3C2=O)c1` gave KDM5B inhibitor 20%[86.2 µM].
For CC1CN(CCOc2ccc(C#N)cc2)CCO1 (stereo not given) the results were KDM5B inhibitor 2%.
`CC(Oc1ccc2c(-c3ccccc3)cc(=O)oc2c1)C(=O)NCCCN1CCOCC1` (stereo not given) gave KDM5B inhibitor -10%.
For NC(=O)C1(C(=O)N2CCc3cc(S(=O)(=O)Nc4cccnc4)ccc3C2)CC1 the results were KDM5B inhibitor -18%.
O=C1C[C@@H](c2ccccc2)N=C2N(Cc3ccc4c(c3)OCO4)C/C(=C/c3ccccc3)N12 was read as KDM5B inhibitor -29%.
`O=[N+]([O-])c1ccc(OC[C@@H](O)CN2CCC(C(O)(c3ccccc3)c3ccccc3)CC2)c(Cl)c1` gave KDM5B inhibitor 10%.
Screening COc1ccccc1C1CCN(C(=O)c2ccco2)CC1 returned KDM5B inhibitor 26%.
CC(Sc1nc(C(F)(F)F)nc2ccccc12)C(=O)NCC1CCCCC1 (stereo not given) was read as KDM5B inhibitor 7%.
O=C(NCCN1CCOCC1)c1ccc2c(c1)N(Cc1ccc(Cl)cc1)CCS2 was read as KDM5B inhibitor inconclusive.
Screening Cc1nc2cccnc2n1CC1CCCN(S(=O)(=O)c2cccc(Br)c2)C1 (stereo not given) returned KDM5B inhibitor 12%.
Screening Cc1ccc(NC(=O)CSc2nccn2Cc2ccccc2Cl)cc1 returned KDM5B inhibitor 3%.
Screening CN1C[C@@H](NC(=O)c2ccccn2)C[C@H]1c1nc(-c2cccnc2)no1 returned KDM5B inhibitor -17%[86.2 µM].
`NCCC(=O)Nc1ccccn1` gave KDM5B inhibitor 5%.
CCCn1nc(C(=O)OCC(=O)NC(C)c2ccccc2)c2ccccc2c1=O (stereo not given) was read as KDM5B inhibitor 12%.
`COc1ccc(NC(=O)CCCc2nnc3n(CCC(C)C)c(=O)c4sccc4n23)c(OC)c1` gave KDM5B inhibitor -38%.
Screening CC(=O)C1=C(C)Nc2ncnn2C1c1ccc(C)cc1 (stereo not given) returned KDM5B inhibitor 16%.
Screening O=C(COc1ccccc1)NCCc1csc(-c2cccnc2)n1 returned KDM5B inhibitor -3%.
`CCOc1ccc(S(=O)(=O)Nc2ccc3c(c2)CCCN3S(=O)(=O)c2ccc(C)cc2)cc1` gave KDM5B inhibitor -25%.
`O=C(c1cc(F)ccc1F)N1CCN(C(=O)c2nnn3c2COC(c2ccccc2)C3)CC1` (stereo not given) gave KDM5B inhibitor 26%.
`CC(=O)Oc1c(I)cc(I)cc1C(=O)Nc1ccc(Cl)cc1` gave KDM5B inhibitor -11%.
O=C(Cc1cccc(F)c1)N1CCN(c2cc(-c3cccs3)[nH]n2)CC1 was read as KDM5B inhibitor -25%.
Screening CCN(CC)Cc1ccc(CNS(=O)(=O)c2cccs2)cc1 returned KDM5B inhibitor -3%.
For CCOc1ccc(N(C(=O)c2ccc(Cl)cc2)S(=O)(=O)c2ccc3c(c2)n(C)c(=O)n3C)cc1 the results were KDM5B inhibitor -9%.
For O=C(Nc1ccc(F)cc1F)N[C@H]1C[C@H]2C(=O)NC[C@@H](CCC(=O)N3CCc4ccccc43)N2C1 the results were KDM5B inhibitor inconclusive.
`CCCOc1ccc(CNC(=O)Cn2ncc3ccccc32)cc1` gave KDM5B inhibitor 22%.
COc1ccc2c(c1)OCC(CNC(=O)c1noc3c1CCCC3)C2 (stereo not given) was read as KDM5B inhibitor -4%.
Screening C=CCNc1oc(-c2ccco2)nc1S(=O)(=O)c1ccccc1 returned KDM5B inhibitor -26%.
`CCC[C@H]1CN(CCS(C)(=O)=O)C[C@@H]1NC(=O)c1ncoc1CC` gave KDM5B inhibitor -18%.
`COc1ccc(CNC(=O)C2CCN(S(=O)(=O)c3ccc(F)cc3)CC2)cc1` gave KDM5B inhibitor -5%.
`C=CCOc1cccc(NC(=O)CCc2ccccc2)c1` gave KDM5B inhibitor -11%.
For Cc1ccc(CC(=O)Nc2ccc(C(=O)N3CCCCC3)cc2)cc1 the results were KDM5B inhibitor 25%.
`O=C(C[C@@H]1C[C@H]2O[C@H](CNC3Cc4ccccc4C3)[C@@H](O)[C@H]2O1)N1CCC(F)(F)C1` gave KDM5B inhibitor -23%[86.2 µM].
`Cc1ccc(-c2ccnc(N3CCC(N(C)Cc4ccon4)CC3)n2)c(C)n1` gave KDM5B inhibitor inconclusive.

Entries shown so far containing a nitro group on carbon, in the order listed:
CN(C)/C=N/c1nc(Sc2ccc(C(F)(F)F)cc2[N+](=O)[O-])n[nH]1 was read as KDM5B inhibitor 10%.
`O=[N+]([O-])c1ccc(OC[C@@H](O)CN2CCC(C(O)(c3ccccc3)c3ccccc3)CC2)c(Cl)c1` gave KDM5B inhibitor 10%.

Later entries
Screening COc1ccccc1-n1cc(C(=O)N2CCc3c(Cl)cccc3C2)cn1 returned KDM5B inhibitor -24%.
For COc1cccc(CNC(=O)C2CCCCC(=O)N2)c1OC (stereo not given) the results were KDM5B inhibitor 34%.
Screening COCC1(C(=O)N2C[C@@H](C(=O)O)[C@H](c3ccccc3OC)C2)CCC1 returned KDM5B inhibitor 39%[activator].
C#CCNC(=O)C(CCSC)NC(=O)c1ccc2ccccc2n1 (stereo not given) was read as KDM5B inhibitor 9%.
CC(=O)c1cccc(NC(=O)[C@H]2O[C@@H]3OC(C)(C)O[C@@H]3[C@H]3OC(C)(C)O[C@H]32)c1 was read as KDM5B inhibitor 0%.
Screening CCN(C(=O)CN1C(=O)NC2(CCS(=O)(=O)CC2)C1=O)c1ccccc1 returned KDM5B inhibitor -10%.
COc1ccc2[nH]c(C(=O)NCc3ccc4c(c3)OCO4)cc2c1 was read as KDM5B inhibitor inconclusive.
CC(=O)Nc1ccc(CN2CCC3(CC2)COc2ccccc2C(=O)N3)cc1 was read as KDM5B inhibitor -14%.
FC(F)(F)c1ccc(C(c2ccc(C(F)(F)F)cc2)N2CCNCC2)cc1 was read as KDM5B inhibitor -3%.
For O=C(Nc1ccc(Cl)cc1)N1CCC(CN2CCCC2)CC1 the results were KDM5B inhibitor inconclusive.
For Cc1c2cnn(-c3ccccc3)c(=O)c2c(C)n1CCCC(=O)Nc1ccc(F)cc1F the results were KDM5B inhibitor -51%.
Cc1nn2c(c1-c1ccccc1Oc1ccccc1)N([S+](=O)([O-])c1cccnc1)CCC2 was read as KDM5B inhibitor -3%.

Part of the list above in order of molar mass, smallest number first:
For COc1cccc(CNC(=O)C2CCCCC(=O)N2)c1OC (stereo not given) the results were KDM5B inhibitor 34%.
Screening COCC1(C(=O)N2C[C@@H](C(=O)O)[C@H](c3ccccc3OC)C2)CCC1 returned KDM5B inhibitor 39%[activator].
Screening COc1ccccc1-n1cc(C(=O)N2CCc3c(Cl)cccc3C2)cn1 returned KDM5B inhibitor -24%.
CC(=O)Nc1ccc(CN2CCC3(CC2)COc2ccccc2C(=O)N3)cc1 was read as KDM5B inhibitor -14%.
FC(F)(F)c1ccc(C(c2ccc(C(F)(F)F)cc2)N2CCNCC2)cc1 was read as KDM5B inhibitor -3%.

Remaining list, next part.
For Cc1ccc(NC(=O)C(=O)NCC(c2cccnc2)N2CCN(C)CC2)cc1F (stereo not given) the results were KDM5B inhibitor inconclusive.
Screening O=C(O)/C(=C\c1ccco1)NC(=O)c1ccc(Br)o1 returned KDM5B inhibitor -10%.
Screening CC(=O)N1CC2(Cc3ccccc31)CN(C(=O)Nc1ccccc1)C2 returned KDM5B inhibitor -15%[86.2 µM].
`CCOc1ccc2c(n1)CCN(C(=O)C1CCCC1)C2` gave KDM5B inhibitor inconclusive.
COc1ccc(Cn2ccc3nc(C)c(C(=O)NCc4ccc(C)cc4)cc3c2=O)cc1 was read as KDM5B inhibitor inconclusive.
For CC(C)c1nc(NCCCN2CCCC(C(N)=O)C2)c2cnn(C)c2n1 (stereo not given) the results were KDM5B inhibitor -18%.
For Cc1ccc(CNC(=O)c2cnc3c(-c4ccc(F)cc4)c(C)nn3c2C)o1 the results were KDM5B inhibitor inconclusive.
CCc1ccc(-c2nc(C)c(C(C)=O)s2)cc1 was read as KDM5B inhibitor -6%.
CS(=O)(=O)c1ccc(NC(=O)c2ccccc2-c2ccccc2)cc1 was read as KDM5B inhibitor 20%.
Screening COc1ccc(C(=O)N2CCn3nc(C(O)CS(C)(=O)=O)cc3C2)cn1 (stereo not given) returned KDM5B inhibitor 18%.
For COc1ccc(C(=O)N2CCc3nc(C)nc(-c4ccc(Cl)cc4)c3CC2)cc1 the results were KDM5B inhibitor -12%.
